DSG3 Ab inh: human desmoglein-3 autoantibody binding inhibition; DSG3-coupled beads, scFv-anti-DSG3-GFP binding, flow cytometry; stronger effect = lower value; actives 0.48% (n = 310,000); binding (percent of control), % at 10 µM; P32926;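 active = binding more than 3 SD below its plate's average and above zero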;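 note: hits lower antibody fragment binding to DSG3; some compounds called inactive have numbers as strong as hits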
Target sequence (P32926 whole entry, looked up, the tested form may be a part): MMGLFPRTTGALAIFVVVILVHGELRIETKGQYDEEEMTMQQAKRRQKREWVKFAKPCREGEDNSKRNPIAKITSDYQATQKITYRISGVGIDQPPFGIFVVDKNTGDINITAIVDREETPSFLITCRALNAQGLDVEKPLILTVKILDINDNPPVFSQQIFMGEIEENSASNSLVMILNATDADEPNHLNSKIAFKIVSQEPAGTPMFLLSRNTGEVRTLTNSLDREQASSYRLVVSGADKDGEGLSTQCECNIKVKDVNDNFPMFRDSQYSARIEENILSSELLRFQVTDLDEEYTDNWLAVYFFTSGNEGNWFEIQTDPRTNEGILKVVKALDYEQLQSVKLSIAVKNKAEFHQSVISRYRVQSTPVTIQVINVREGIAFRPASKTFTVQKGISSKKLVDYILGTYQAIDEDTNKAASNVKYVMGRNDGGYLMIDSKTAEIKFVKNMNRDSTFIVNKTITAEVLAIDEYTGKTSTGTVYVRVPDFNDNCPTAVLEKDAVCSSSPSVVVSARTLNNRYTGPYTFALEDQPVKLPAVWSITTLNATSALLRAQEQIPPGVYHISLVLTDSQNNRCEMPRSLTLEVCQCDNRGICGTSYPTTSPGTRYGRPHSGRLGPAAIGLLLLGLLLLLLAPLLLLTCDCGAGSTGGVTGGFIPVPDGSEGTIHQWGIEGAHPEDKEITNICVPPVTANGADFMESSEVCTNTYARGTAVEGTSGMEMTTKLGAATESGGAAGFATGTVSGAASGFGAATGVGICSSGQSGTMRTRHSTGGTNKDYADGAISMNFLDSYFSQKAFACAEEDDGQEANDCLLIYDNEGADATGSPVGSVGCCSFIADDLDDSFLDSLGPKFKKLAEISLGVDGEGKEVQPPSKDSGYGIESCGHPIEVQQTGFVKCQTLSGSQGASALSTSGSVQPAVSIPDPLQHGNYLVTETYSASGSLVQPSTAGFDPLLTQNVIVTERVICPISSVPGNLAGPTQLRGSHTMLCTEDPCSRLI
V-ATPase pH: alters yeast V-ATPase proton transport | S. cerevisiae, pHLuorin cytosolic pH fluorescence | response, % at 10 µM | actives 0.37% (n = 350,000); in the data active = response mostly above about 7.3%, no sharp cut-off; inactive = mostly below about 5.4%; note: actives read high; inactives centre near 0; some compounds called inactive have numbers as strong as hits
Arr AP2 block: blocks beta-arrestin peptide binding to AP2 adaptin; FITC-arrestin peptide / GST-AP2 beads, flow cytometry; AP2 beta2 appendage carries R879A mutation; inhibition, % at 10 µM; actives 0.31% (n = 340,000); AID 504490;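 active = inhibition above a set limit, near 3 SD of compounds lacking own fluorescence, cut at about 54% in these data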;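 note: plate controls were DMSO wells for no effect and 5 µM unlabelled arrestin peptide for full effect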
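System: GST-AP2 R879A glutathione beads | Also added: FITC-arrestin peptide, 50 nM | Times: 12 min plus 1 h, RT | Signal: Bead flow cytometry, FITC channel | Buffer or medium: PBS with 0.05% Tween 20 and 0.1% BSA | Read-out basis: Percent drop in bead-associated FITC signal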
CAL PDZ FP-1: inhibitors of human CAL PDZ peptide binding; purified CAL PDZ, TMR-peptide fluorescence polarization, 1 h; Q9HD26; inhibition, % at 24.9 µM; AID 602252; actives 0.92% (n = 300,000);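 active = mean inhibition of at least 30% with at least half of replicates also reaching 30%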;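 note: 0% = DMSO neutral control and 100% = excess unlabeled competitor peptide PRC23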
NSD2 inh: NSD2 (human) methyltransferase inhibition | O96028 | NSD2 peptide methylation, AlphaScreen, 120 min | inhibition, % at 12.5 µM | actives 0.54% (n = 310,000); in the data active = inhibition above about 50%
Keap1 Nrf2 FP: Keap1-Nrf2 (human) interaction inhibition | Keap1 Kelch-Nrf2 peptide fluorescence polarization, 1536-well | inhibition, % at 9.4 µM | AID 504523 | actives 0.15% (n = 340,000) | Q14145; in the data active = inhibition above about 12%;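 note: human Keap1 Kelch domain with fluorescein labeled Nrf2 9mer peptide probe; 0% = neutral control wells and 100% = peptide positive control; higher means more block of Keap1 binding to Nrf2 peptide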
LANA DNA inh: inhibitors of KSHV LANA C-terminal domain DNA binding; MBP-C-LANA/FAM-LBS DNA binding, fluorescence polarization; actives 0.078% (n = 340,000); inhibition, % at 9 µM;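 active = highest replicate inhibition at or above 60% at 9 µM, even if other replicates fall short; inactive = all replicates below 60% inhibition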;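 note: 0% = neutral control wells and 100% = 4 µM acridine orange control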
RTF Ca sens inh: cardiac RTF calcium desensitization | P19429+P45379 | IANBD-labeled cardiac RTF, Ca2+ fluorescence | inhibition, % at 7.15 µM | actives 0.12% (n = 340,000) | AID 493244;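 active = inhibition above the mean inhibition of all tested compounds plus 3 SD, cut at about 17% in these data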;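 note: assay run at fixed EC70 calcium of 1.6 mM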
DAGLB inhibitor: diacylglycerol lipase beta (human) inhibition. actives 0.059% (n = 340,000). Q8NCG7. HEK293T DAGLB membrane lysate, EnzChek fluorogenic substrate. inhibition, % at 5.17 µM; in the data active = inhibition above about 34%;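 note: 0% = enzyme with vehicle and 100% = wells lacking enzyme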
CAL PDZ FP-2: human CAL PDZ-peptide interaction inhibition; AID 504414; actives 0.02% (n = 330,000); purified CAL PDZ, TMR-peptide fluorescence polarization, 1 h; inhibition, % at 20 µM;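 active = highest replicate inhibition of at least 40%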;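 note: plate controls were DMSO neutral control wells for no effect and unlabeled competitor peptide control wells for full effect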
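Control set: unlabelled peptide and DMSO controls / Material: purified CerCALP PDZ construct / Timing: 1 h incubation at room temperature before polarization reading / Doses: 20 µM, one dose / Detection: fluorescence polarization (mP)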
* marks the source's active call; other numbers are inactive results; / = not tested or not shown. These rows are one share of the data. The share of hits here may be higher or lower than overall.

SMILES	DSG3 Ab inh	V-ATPase pH	Arr AP2 block	CAL PDZ FP-1	NSD2 inh	Keap1 Nrf2 FP	LANA DNA inh	RTF Ca sens inh	DAGLB inhibitor	CAL PDZ FP-2
CC(OC(=O)C1CCCCC1)c1nc2ccccc2[nH]1 (configuration not stated)	99.7	-0.4	3.8	-2.8	-2.7	-8.2	-0.9	-9.3	-1.7	-0.4
O=C(CCC(C(=O)O)N1C(=O)c2ccccc2C1=O)Nc1ccccc1 (configuration not stated)	104.7	-3.1	-3.0	2.5	-2.4	-3.0	0.9	-6.0	-2.1	-1.3
CC(C)c1nc2ccccn2c1NC1CCCCC1	/	-3.5	23.6	-3.2	4.7	0.8	0.2	-8.9	-0.3	0.8
c1ccc(CSc2nnnn2-c2cccc3ccccc23)nc1	118.3	-0.5	3.4	-1.4	-0.6	-3.9	-2.2	-7.4	-1.5	-1.2
COc1cccc(NC(=O)Nc2ccc(Cc3ccncc3)cc2)c1	99.2	-2.5	5.3	3.6	-2.4	-0.1	-0.3	1.9	-0.1	-1.8
O=c1ccn([C@@H]2O[C@H](CNS(=O)(=O)c3cc4ccccc4s3)[C@@H](O)[C@H]2O)c(=O)[nH]1	97.4	0.3	12.3	-0.3	/	-5.3	-0.9	-2.0	-0.6	-0.3
O=C(N/N=C/c1cccc2ccccc12)c1ccccc1Cl	97.7	-1.3	25.3	-1.4	-0.6	-5.5	-0.9	1.2	-3.5	-1.5
COc1ccc(NC(=O)CSc2nnc(CNc3ccc(C)cc3)n2C)cc1	92.8	-1.1	17.0	-2.2	-0.1	-1.0	-2.2	3.0	0.1	0.4
Cc1ccc(NCc2nnc(SCC(=O)Nc3nnc(C)s3)n2C)cc1	96.7	-1.9	9.9	-1.3	-3.4	1.9	0.8	8.8	-2.1	-3.0
COCCNC(=O)C1CC(c2ccc(C(F)(F)F)cc2)=NO1 (configuration not stated)	96.4	-2.7	19.9	3.3	/	-0.1	1.8	-6.7	-3.3	0.8
COc1ccc(C(=S)N2CCOCC2)cc1OC(=O)c1cc(OC)c(OC)c(OC)c1	/	-3.6	8.2	/	1.7	-6.7	1.2	-3.7	-3.2	-0.6
Cn1c(=O)c2c(nc(NCCc3ccccc3)n2Cc2ccc(F)cc2)n(C)c1=O	98.9	-2.7	4.3	/	/	-1.4	-0.8	-1.9	0.5	-0.4
COc1ccc(C2=C(Nc3ccccc3)c3ccccc3C2=O)cc1	92.3	-0.4	-3.2	/	-0.2	-1.5	-0.8	-9.9	21.2	-0.7
O=C(/C=C/c1ccc(Cl)cc1)c1ccc([N+](=O)[O-])o1	102.2	12.1*	3.0	2.1	/	-9.2	-0.6	-0.6	-2.6	-6.3
COc1ccc(NC(=O)C2CC(=O)N(c3ccccc3C)C2)c(OC)c1 (configuration not stated)	103.3	-2.7	29.6	-2.6	2.0	1.4	0.5	-21.4	-4.0	-1.9
Clc1ccc(CNCCCSc2ncccn2)cc1	119.5	-1.0	9.2	-4.7	5.2	-1.9	2.9	-1.4	0.7	-1.8
CCNS(=O)(=O)c1c(C)cc(N2CCCC2=O)cc1C	83.2	-4.1	-1.7	-4.5	-2.5	-5.5	0.0	-5.9	2.2	1.3
C=CCOC(=O)C1=C(C)NC(SCC(=O)OCC)=C(C#N)C1c1ccc(O)c(OC)c1 (configuration not stated)	80.1	-2.1	16.9	-4.3	/	4.5	1.2	-3.8	2.1	-0.7
O=C(CSC1=NCCN1)Nc1cccc([N+](=O)[O-])c1	/	1.0	-8.5	-9.1	8.5	-2.1	1.1	-10.1	-9.7	/
CCOC(=O)C1(Cc2cccc(Cl)c2)CCCN(C(=O)c2cccc(C)n2)C1 (configuration not stated)	109.6	-0.3	21.4	-7.9	46.4	-1.0	-1.4	1.0	-1.2	/
Cc1cccn2c(CN(C)C3CCCc4ccccc43)c(C(=O)N3CCOCC3)nc12 (configuration not stated)	103.2	-1.1	40.2	-1.8	1.3	-1.4	-0.3	-4.7	-2.0	-1.0
Cc1c(NS(=O)(=O)c2ccc(NCCN3CCOCC3)c([N+](=O)[O-])c2)c(=O)n(-c2ccccc2)n1C	94.5	-2.0	-0.5	/	-3.1	0.6	-0.8	-4.0	-4.6	-0.2
O=S(=O)(c1ccc(F)cc1)c1nc(-c2ccccc2)oc1N1CCOCC1	107.7	2.2	-18.5	-7.6	1.6	-4.1	0.4	1.4	-1.4	-0.7
Cc1ccccc1C(=O)NC=C1C(=O)OC(C)(C)OC1=O	95.5	-0.2	-18.6	-4.5	-6.4	-3.2	0.1	0.5	2.9	-0.1
O=C1c2ccccc2C(=O)N1CC1CO1 (configuration not stated)	103.6	-1.9	-3.6	-1.9	/	-3.9	-0.7	-5.7	-0.2	-1.1

Compound profiles, from the list above. Order of screens: DSG3 Ab inh | V-ATPase pH | Arr AP2 block | CAL PDZ FP-1 | NSD2 inh | Keap1 Nrf2 FP | LANA DNA inh | RTF Ca sens inh | DAGLB inhibitor | CAL PDZ FP-2
Entry for CCNS(=O)(=O)c1c(C)cc(N2CCCC2=O)cc1C = 83.2 | -4.1 | -1.7 | -4.5 | -2.5 | -5.5 | 0.0 | -5.9 | 2.2 | 1.3
Entry for Cn1c(=O)c2c(nc(NCCc3ccccc3)n2Cc2ccc(F)cc2)n(C)c1=O = 98.9 | -2.7 | 4.3 | / | / | -1.4 | -0.8 | -1.9 | 0.5 | -0.4
Entry for O=C(N/N=C/c1cccc2ccccc12)c1ccccc1Cl = 97.7 | -1.3 | 25.3 | -1.4 | -0.6 | -5.5 | -0.9 | 1.2 | -3.5 | -1.5

Other results follow:
SMILES	DSG3 Ab inh	V-ATPase pH	Arr AP2 block	CAL PDZ FP-1	NSD2 inh	Keap1 Nrf2 FP	LANA DNA inh	RTF Ca sens inh	DAGLB inhibitor	CAL PDZ FP-2
O=C(c1cc([N+](=O)[O-])ccc1Cl)N1CCN(c2ccc(F)cc2)CC1	101.3	1.3	-1.9	-2.0	0.2	-2.9	-0.2	-5.1	2.8	-0.3
CCOC(=O)[C@H]1[C@H]2COc3cc(OC)ccc3[C@@H]2N2C(=O)CN(C)C(=O)[C@@]12C	102.0	2.9	2.1	-1.6	/	-3.8	-0.5	-7.5	-2.4	-1.6
Cc1cccc(NC(=O)c2ccc(S(=O)(=O)N3CCOCC3)cc2)n1	93.5	-1.7	6.5	/	-5.4	-1.5	-0.4	2.8	-0.4	0.0
Cc1c(Cl)cccc1NC(=S)NCC(O)c1ccccc1 (configuration not stated)	94.3	1.8	5.4	-1.5	-0.7	3.1	-1.3	5.3	0.2	0.9
O=C(O)c1ccc(CSc2nnc(-c3ccncc3)n2-c2ccc(Br)cc2)cc1	100.2	1.4	9.7	-0.6	-7.8	-3.6	-0.4	4.7	-2.0	0.5
CC(C)C(NC(=O)CNC(=O)OC(C)(C)C)C(=O)NCc1ccc(Cl)cc1 (configuration not stated)	97.8	2.0	29.5	-1.8	-1.0	-0.9	-0.6	7.6	-3.5	-2.0
Cc1ccc(C(=O)O)cc1NC(=O)C1=CSCCO1	98.7	10.6	5.0	0.4	2.5	-3.1	-0.5	-5.3	-3.6	-2.8
O=C(Nc1cccc(-c2nc3ccccc3c(=O)o2)c1)c1ccccc1	98.4	0.1	-0.5	-16.4	-3.0	0.3	0.5	3.7	2.8	-0.4
Cc1c(NC(=O)C(C)OC(=O)/C=C/c2ccc3c(c2)OCO3)c(=O)n(-c2ccccc2)n1C (configuration not stated)	96.3	0.4	-0.1	-8.2	0.8	0.4	0.2	5.0	-0.6	-0.2
CCOC(=O)n1c(=O)n(Cc2ccccc2C)c2ccccc21	103.9	0.9	0.4	1.1	-1.3	-1.8	-1.2	9.5	-3.9	-0.7
Cn1cnnc1SCC(=O)NCc1cccc(C(F)(F)F)c1	98.3	2.0	-2.5	-3.5	-1.8	0.1	0.1	0.6	1.1	-0.3
COc1cccc(C(=O)O/N=C(\N)Cc2ccc(Cl)cc2)c1	108.0	-1.4	-2.0	0.9	-3.3	-0.7	0.6	5.7	-10.2	-1.4
Cc1ccc2nc(N3CCOCC3)c(C=O)cc2c1	115.6	3.9	-2.6	-6.1	1.2	-2.9	-0.2	-6.3	-2.8	/
CC1CCCN(C(=S)NCc2ccccc2)C1 (configuration not stated)	102.6	-0.3	12.9	-2.9	-1.5	2.4	0.7	-2.6	-0.9	-0.6
O=C(NC(Cc1ccccc1)C(=O)NCCc1ccccn1)c1ccccc1 (configuration not stated)	97.7	2.4	20.7	-2.5	-0.2	-1.6	-0.6	4.4	-3.9	-2.8
COc1ccccc1C1=CN(Cc2ccccc2)CCC1=O	99.6	1.9	-11.6	0.2	/	-0.8	0.6	2.9	2.7	-0.2
CC(=O)N[C@H]1[C@H](Oc2ccc3c(c2)CCC2C3CC[C@]3(C)C(=O)CCC23)O[C@H](CO)[C@@H](O)[C@@H]1O (some centres not stated)	92.9	0.9	28.6	/	1.1	-1.2	0.3	2.4	-1.3	-0.7
Cc1ccc(S(=O)(=O)NCC(=O)N(CC(=O)NCC2CCCO2)C2CCCC2)cc1 (configuration not stated)	102.8	-0.2	24.3	-1.0	2.9	0.6	-0.1	-4.8	-5.8	1.4
S=c1[nH]ccn1-c1c(Cl)cccc1Cl	91.9	1.4	-5.6	-1.7	19.2	-1.7	-2.2	-9.3	0.4	-0.6
COc1ccc(NC(=O)CSc2nc(C)cs2)c([N+](=O)[O-])c1	105.2	-0.6	-5.0	-3.3	0.2	-7.5	1.0	-4.2	-6.4	-0.5
Cc1cccc(C)c1NC(=O)N1CCCCCCC1	106.3	0.8	12.4	-3.0	0.9	3.3	2.2	1.4	-0.7	-0.9
COc1cccc(-c2ccc(=O)n(CC(=O)NCCN3CCOCC3)n2)c1	99.8	-0.1	-2.0	-3.1	-3.6	1.3	-1.4	-10.2	-0.6	-2.5
N#CCOC(=O)[C@H](Cc1ccccc1)N1C(=O)c2ccccc2C1=O	122.8	3.4	5.7	-5.9	-1.0	-2.1	-2.4	-7.2	-7.4	-1.2
Cc1cc(C)nc(SCC(=O)c2ccc(Cl)cc2)n1	103.5	-1.6	34.9	-2.0	-14.9	-1.3	1.4	2.4	-8.7	-1.0
CC/C(=N\NC(=S)Nc1cc(C)ccc1C)c1ccc(OC(F)F)cc1	105.8	-2.6	7.0	-5.8	2.3	-1.5	-2.5	-3.8	-8.1	-0.3
Cc1cc(Br)ccc1NC(=O)CN1CCN(c2ccccn2)CC1	90.1	-0.5	-0.1	74.7*	7.2	0.7	-0.6	-7.6	-3.3	/
Cc1cc(C(=O)CCC(=O)N2CCN(c3ccccc3)CC2)c(C)s1	101.0	0.6	-8.1	-3.3	1.3	-1.8	-0.5	-8.4	-0.1	-2.2
O=C(CN1C(=O)c2ccccc2C1=O)NCCc1c[nH]c2ccc(Cl)cc12	98.5	-0.1	-7.7	-2.4	-3.1	-7.2	0.2	-0.1	4.3	-1.3
COc1ccc(CNC(=O)C23CN(Cc4ccccc4)CC2C(c2ccc([N+](=O)[O-])cc2)=NO3)cc1 (configuration not stated)	100.0	1.1	-2.4	-1.7	/	-1.5	-0.1	-21.2	1.9	0.1
O=C(/C=C/Nc1nccs1)C(F)(F)Cl	101.0	-0.4	14.3	-0.1	2.5	-3.5	0.7	-14.6	1.6	0.4
